E-sel inducer – induces E-selectin expression in human endothelial cells; AID 686992; HUVEC E-selectin immunofluorescence imaging; normalized: neutral wells 0, TNF-alpha wells 100; activation, % at 7.58 µM; 260,000 tested, 0.37% active;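 active = mean E-selectin-positive cell signal at least 10% of the positive control, reached in at least 60% of replicates, without over 20% cell loss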;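 note: in these data hits start at about 27%; measured in HUVEC primary endothelial cells; signal is the percent of cells scored E-selectin positive by PE staining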
Target sequence (P16581 whole entry, looked up): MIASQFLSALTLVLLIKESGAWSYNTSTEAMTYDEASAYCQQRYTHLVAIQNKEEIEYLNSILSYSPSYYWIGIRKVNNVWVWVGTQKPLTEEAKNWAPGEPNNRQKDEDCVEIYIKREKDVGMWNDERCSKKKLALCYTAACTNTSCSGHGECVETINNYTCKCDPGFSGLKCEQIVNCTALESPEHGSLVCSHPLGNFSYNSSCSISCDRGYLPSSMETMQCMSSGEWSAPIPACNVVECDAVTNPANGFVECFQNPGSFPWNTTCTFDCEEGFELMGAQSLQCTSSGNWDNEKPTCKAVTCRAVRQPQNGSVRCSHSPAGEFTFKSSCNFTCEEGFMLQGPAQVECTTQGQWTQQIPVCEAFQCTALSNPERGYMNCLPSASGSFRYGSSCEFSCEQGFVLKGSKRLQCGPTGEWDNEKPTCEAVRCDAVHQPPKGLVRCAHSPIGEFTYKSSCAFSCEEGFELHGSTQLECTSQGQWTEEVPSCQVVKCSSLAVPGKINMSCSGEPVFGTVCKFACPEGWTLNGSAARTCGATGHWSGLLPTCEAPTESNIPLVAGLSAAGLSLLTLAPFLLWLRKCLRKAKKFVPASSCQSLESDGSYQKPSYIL
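Assay system: HUVEC primary endothelial cells. Input: 3,000 HUVEC seeded per well. Doses: one compound dose added by pin transfer. Read-out basis: % PE-positive cells. Benchmarks: TNF-alpha high, DMSO low. Detection: immunofluorescence imaging. Buffer or medium: EGM-2, gelatin.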
S100A4 inh HTS – blocks human S100A4 binding to myosin IIA peptide; S100A4/TAMRA-MyoIIA peptide fluorescence polarization; inhibition, % at 10.7 µM; P26447; 360,000 tested, 0.14% active;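 active = mean inhibition of at least 70% across replicates, with every replicate also reaching that level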
Target sequence (P26447 whole entry, looked up): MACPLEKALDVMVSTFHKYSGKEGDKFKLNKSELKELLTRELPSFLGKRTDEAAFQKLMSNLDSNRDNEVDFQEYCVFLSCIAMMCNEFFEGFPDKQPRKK
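Test system – S100A4 monomer (human) · Compound – single-point compound testing · Schedule – 5 min incubation before reading · Probe or stimulus – TAMRA-labelled myosin IIA heavy-chain peptide probe, 5 nM · Benchmarks – neutral control DMSO, positive control TFP · Medium – Calcium-containing HEPES buffer, pH 7.2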
RAD52 anneal inh – blocks human RAD52 DNA annealing; P43351; recombinant RAD52 DNA annealing, FRET fluorescence; inhibition, % at 18.7 µM; 360,000 tested, 0.46% active; AID 651710;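 active = every replicate showing at least 50% inhibition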
FN deposit inh – fibronectin deposition inhibition | 350,000 tested, 0.086% active | AH1F fibroblasts, Alexa488-fibronectin deposition fluorescence, overnight | inhibition, % at 12.6 µM;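 active = mean inhibition across replicates of 30% or more, regardless of how many single replicates reach that level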;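 note: positive control wells lacked labelled fibronectin entirely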
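Measured by – fluorescence 485/525 nm · System – AH1F fibroblast monolayer, labelled fibronectin deposition · Amount – 10000 cells per well · Buffer or medium – serum-reduced DMEM (2% serum) · Doses – single dose, pinned · Also added – fluorescent fibronectin at 24 nM final · Schedule – 1 h cell attachment, overnight exposure to compound and label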
esBAF inh – SWI/SNF esBAF complex inhibition. AID 602393. reporter increase, % at 12.5 µM. 350,000 tested, 2% active. mouse ES cells, Bmi1-luciferase knock-in reporter, 24 h; 100% = twice the neutral-well signal; in the data active = activation above about 40%;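 note: 0% = median of the plate's neutral control wells and 100% = double that signal; a rise in the Bmi1 reporter signal indicates esBAF inhibition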
RAD54 inh – blocks human RAD54 Holliday junction branch migration; Q92698; 360,000 tested, 0.14% active; AID 602329; FAM/BHQ fluorescence; inhibition, % at 10.4 µM;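 active = mean normalized replicate activity at least 40 and at least half of replicates scoring 40 or more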;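 note: 0% = median of neutral control wells and 100% = median of positive control wells; inhibitors cause a drop in the FAM fluorescence signal; in these data hits start at about 50%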
XiGFP reactiv – X-chromosome reactivation activator | XiGFP mouse fibroblasts, % GFP-positive cells imaging, 3 d; cells co-treated with 5-aza-dC sensitizer; scaled so ellipticine positive control = 100% | activation, % at 7.58 µM | 360,000 tested, 0.055% active | AID 743238;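 active = mean normalized replicate activation at least 10% and every replicate at or above 10%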;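 note: 0% = median of on-plate neutral control wells and 100% = ellipticine 6 µM median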
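System: 68-5-11 XiGFP fibroblast line; Timing: 3 days compound exposure; Compound dosing: one concentration, pinned; Benchmarks: positive control ellipticine, 6 µM final; Buffer or medium: DMEM containing 5-aza-dC.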
EWS-Fli block – EWS/Fli transcriptional activity inhibition. A673 NR0B1-luciferase reporter, viability-normalised. inhibition, % at 12.6 µM. 350,000 tested, 0.67% active. AID 651661;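 active = mean inhibition of at least 50% after viability correction, with every replicate also passing that limit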;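 note: firefly luciferase signal divided by Alamar Blue viability fluorescence both relative to DMSO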
Starred values were filed as active, the others as inactive; . = no result given; & = joins results of further samples.

SMILES | E-sel inducer | S100A4 inh HTS | RAD52 anneal inh | FN deposit inh | esBAF inh | RAD54 inh | XiGFP reactiv | EWS-Fli block
O=C(Nc1ccc2c(c1)[C@H]1C[C@@H](CC(=O)N3CCCCC3)O[C@H](CO)[C@H]1O2)NC1CCCC1 | 0.0 | -8 | -5 | -4 | -3 | -2 | -0.1 | -7
COc1cccc(C(=O)c2cc3cc(Cl)ccc3[nH]2)c1 | -0.1 | -3 | -13 | 6 | 78* | -6 | 0.0 | -92
C=CCNC(=S)NNC(=O)Cn1c(-c2ccccc2)cc(=O)n2ncnc12 | 0.3 | -3 | 0 | 1 | 0 | 4 | 0.0 | 12
C[C@@H]1CN([C@@H](C)CO)C(=O)c2cc(NC(=O)Nc3ccc(F)cc3)ccc2O[C@H]1CN(C)C(=O)NC1CCCCC1 | -0.1 | 15 | -6 | . | -1 | 6 | 0.5 | -1
Cc1ccc2[nH]c(=O)c(CN(CCO)C(=O)N(C)C)cc2c1 | . | -2 | -3 | 13 | 0 | 5 | . | .
Cc1nnnn1/C(=C\c1ccccc1)C(=O)OCC(=O)Nc1ccc(Cl)cc1F | -1.1 | 3 | -12 | 17 | 5 | 2 | -0.7 | 45
CC(c1nccs1)N(C)c1nc2nonc2nc1N(C)C (stereo not given) | . | 2 | 1 | 2 | -3 | . | -0.1 | 3
C[C@H](CO)N1C[C@H](C)[C@H](CN(C)Cc2cncnc2)Oc2ncc(C#CC3(O)CCCC3)cc2C1=O | 0.4&-0.2 | -18&-11&7 | -10&6&1 | 5&-8 | 6&7&-3 | -7&6&0 | 0.6&-0.7 | -12&-2&-8
CN(Cc1c(F)cccc1Cl)C(=O)CNC(=O)c1cccs1 | -0.5 | 0 | -2 | 2 | . | -2 | 0.0 | -31
Oc1c(N=NC(=S)Nc2ccccc2F)c2ccccc2n1Cc1ccc(F)cc1 | . | 0 | -20 | . | . | . | 0.1 | 4
O=C(Nc1ccc(OC(F)(F)F)cc1)c1ccc2nccnc2c1 | . | 6 | -33 | -10 | 38 | 2 | 0.0 | -31
CC(=O)Nc1ccc2oc(-c3ccccc3)nc2c1 | . | 3 | 1 | -13 | . | . | 0.0 | -115

An excerpt from above in order of count of non-hydrogen atoms, rising.
SMILES | E-sel inducer | S100A4 inh HTS | RAD52 anneal inh | FN deposit inh | esBAF inh | RAD54 inh | XiGFP reactiv | EWS-Fli block
CC(=O)Nc1ccc2oc(-c3ccccc3)nc2c1 | . | 3 | 1 | -13 | . | . | 0.0 | -115
CC(c1nccs1)N(C)c1nc2nonc2nc1N(C)C (stereo not given) | . | 2 | 1 | 2 | -3 | . | -0.1 | 3
CN(Cc1c(F)cccc1Cl)C(=O)CNC(=O)c1cccs1 | -0.5 | 0 | -2 | 2 | . | -2 | 0.0 | -31
C=CCNC(=S)NNC(=O)Cn1c(-c2ccccc2)cc(=O)n2ncnc12 | 0.3 | -3 | 0 | 1 | 0 | 4 | 0.0 | 12
Cc1nnnn1/C(=C\c1ccccc1)C(=O)OCC(=O)Nc1ccc(Cl)cc1F | -1.1 | 3 | -12 | 17 | 5 | 2 | -0.7 | 45
Oc1c(N=NC(=S)Nc2ccccc2F)c2ccccc2n1Cc1ccc(F)cc1 | . | 0 | -20 | . | . | . | 0.1 | 4
O=C(Nc1ccc2c(c1)[C@H]1C[C@@H](CC(=O)N3CCCCC3)O[C@H](CO)[C@H]1O2)NC1CCCC1 | 0.0 | -8 | -5 | -4 | -3 | -2 | -0.1 | -7
C[C@H](CO)N1C[C@H](C)[C@H](CN(C)Cc2cncnc2)Oc2ncc(C#CC3(O)CCCC3)cc2C1=O | 0.4&-0.2 | -18&-11&7 | -10&6&1 | 5&-8 | 6&7&-3 | -7&6&0 | 0.6&-0.7 | -12&-2&-8
C[C@@H]1CN([C@@H](C)CO)C(=O)c2cc(NC(=O)Nc3ccc(F)cc3)ccc2O[C@H]1CN(C)C(=O)NC1CCCCC1 | -0.1 | 15 | -6 | . | -1 | 6 | 0.5 | -1

Next section
SMILES | E-sel inducer | S100A4 inh HTS | RAD52 anneal inh | FN deposit inh | esBAF inh | RAD54 inh | XiGFP reactiv | EWS-Fli block
N#Cc1ccc(OCC(=O)Nc2ccccc2NS(=O)(=O)c2cccs2)cc1 | 6.8 | . | . | 0 | . | -14 | -0.1 | -4
COc1ccc([N+](=O)[O-])c(S(=O)(=O)c2ccc(Cl)cc2)n1 | -0.1 | -3 | -11 | 17 | . | 7 | 0.5 | 20
CC(=O)N/C(=N/c1nc(C)cc(C)n1)Nc1ccc(C)cc1C | . | -3 | -1 | -11 | -7 | 3 | 0.0 | -3
O=C(Nc1cccc(F)c1)c1cccc2c1C(=O)N(C1CCCCC1)C2 | . | 4 | -16 | 1 | -6 | 10 | 0.1 | -1
O=C1SC(SCc2ccccc2Cl)=N/C1=C\c1ccc(C(=O)O)cc1 | . | -3 | -74 | 1 | . | . | -0.2 | -3
Cc1cc(C)cc(NC(=S)N2CCC(c3nc4ccccc4s3)CC2)c1 | . | -4 | -11 | . | 2 | -6 | . | 9
O=C(Nc1cccc(S(=O)(=O)Nc2ccc(Cl)cc2)c1)c1ccccn1 | 0.2 | 3 | -22 | -11 | 0 | -6 | 0.0 | 6
CO[C@H]1CN(C)C(=O)c2ccc(NC(=O)C3CC3)cc2OC[C@@H](C)N(C)C[C@@H]1C | 0.0 | 7 | 11 | -14 | 0 | -6 | -0.3 | 18
O=C(NNC(=O)C(c1ccccc1)c1ccccc1)c1ccccn1 | . | -3 | -24 | 21 | . | . | 3.6 | -3
CC(C)(C)n1cnnc1Sc1ccc([N+](=O)[O-])cn1 | 0.1 | -7 | -1 | 7 | -5 | 2 | 0.0 | -7
O=C(COC(=O)c1cccs1)Nc1ccccc1Cl | 0.8 | -1 | -1 | -1 | -5 | 0 | 0.3 | 3
CC1CC(C)(C)NC(=S)N1CCCC(=O)Nc1ccc(F)cc1 (stereo not given) | 0.8 | -1 | -12 | -7 | . | 1 | 0.0 | 0
CCCc1ccc(S(=O)(=O)NCC2CCCN2CC)cc1 (stereo not given) | 0.0 | -8 | -17 | -2 | -47 | 2 | 0.0 | 18
COc1ccc(NCC(O)Cn2c(C)c(C)c3ccccc32)cc1 (stereo not given) | -0.6 | 2 | 5 | 10 | . | . | 0.2 | 7
O=c1[nH]c(=O)n(-c2ccccc2)c2c1C(C(F)(F)F)(C(F)(F)F)N=C(C1CCCCC1)N2 | 0.9 | . | . | -3 | . | -1 | 0.0 | .
CCOC(=O)N1CCN(C(=O)CCNS(=O)(=O)c2ccccc2)CC1 | -0.3 | 30 | -16 | 2 | -4 | -7 | 0.0 | 0
Cc1cccc(OCCC(=O)OCc2csc(CC(=O)Nc3ccccc3C)n2)c1 | -0.3 | -1 | -27 | -5 | -2 | -4 | 0.1 | 1
Cc1ccc(C(=O)CSc2nc(N)cc(=O)[nH]2)cc1C | -0.1 | 2 | -12 | 2 | 4 | 0 | 0.0 | 3
COc1ccc(-n2nc3c(c2NC(C)=O)CS(=O)(=O)C3)cc1 | 0.0 | -3 | -2 | 2 | 2 | 1 | 0.1 | 6
COc1ccccc1-n1c(SCc2cc(=O)oc3cc(O)ccc23)nc2ccccc2c1=O | . | -6 | -12 | 2 | . | . | 0.3 | 3
C[C@@H]1CN([C@H](C)CO)C(=O)c2cc(/C=C/c3ccccc3)cnc2O[C@@H]1CN(C)S(=O)(=O)c1ccccc1F | 0.3 | 24 | -2 | -6 | -1 | 9 | 0.2 | -2
CCC(CC)NC(=O)CN1CCN(S(=O)(=O)c2ccc(Br)s2)CC1 | 1.9 | 0 | -5 | 4 | -1 | -6 | 0.1 | 3
CN1C(=O)C(C)(C)c2cc(S(=O)(=O)N3CCCC(C(=O)NCc4ccccc4Cl)C3)ccc21 (stereo not given) | 1.4 | -1 | 38 | 2 | -25 | -9 | 0.1 | 4
CCCC[C@@H]1C=C(C(=O)O)[C@H](c2ccc(Cl)c(Cl)c2)N1S(=O)(=O)c1ccc(C)cc1 | 9.7 | -4 | -26 | 7 | -3 | 2 | -0.1 | -3
COCC#Cc1ccc2c(c1)O[C@H](CN(C)CC1CC1)[C@H](C)CN([C@H](C)CO)S2(=O)=O | -0.5 | 4 | 5 | -8 | -2 | 0 | -0.8 | -22
Nc1ccn([C@@H]2O[C@H](C(=O)NCC(=O)N3CCOCC3)[C@@H](O)[C@H]2O)c(=O)n1 | 0.0 | -2 | -15 | 5 | . | . | 0.4 | 7
CCCC#Cc1ccc2c(c1)O[C@H](CN(C)C(=O)CC1CC1)[C@@H](C)CN([C@@H](C)CO)S2(=O)=O | -0.2 | -5 | -6 | . | -1 | 8 | 0.5 | 9
CCCC#Cc1cnc2c(c1)C(=O)N([C@H](C)CO)C[C@@H](C)[C@H](CN(C)C(=O)NCCC)O2 | 0.0 | 17 | 4 | . | 3 | 0 | -0.2 | 0
COc1cccc(NC(=O)N(C)C[C@@H]2Oc3ncc(C4=CCCCC4)cc3C(=O)N([C@H](C)CO)C[C@@H]2C)c1 | -0.1 | 10 | -5 | . | 0 | 1 | 0.5 | 0
COC(=O)C1=C(C(=O)OC)[C@@H]2N(C)c3ccc(OC)cc3[C@@]23C[C@@H](C(=O)OC)N(C(=O)c2ccc(Br)cc2)C3=N1 | -0.5 | -2 | -9 | -8 | 5 | -3 | 0.0 | 3
CC(=O)C1=C(O)C(=O)N(Cc2ccco2)C1c1ccccc1F (stereo not given) | -0.5 | -2 | -2 | -6 | . | . | 0.0 | 4
Cc1ccc(S(=O)(=O)NC(=O)C2(C)CCN2C(=O)CC2CCCCC2)nc1 (stereo not given) | -0.9 | -4 | -18 | 3 | -6 | -2 | -0.1 | -4
COc1cccc(-c2c(-c3cc(OC)cc(OC)c3)n(C)c3ccc(Br)cc23)c1 | 1.2 | 4 | 0 | -13 | -6 | 7 | -0.2 | -3
COC(=O)c1cc(-c2c(-c3ccc4c(c3)OCO4)noc2-c2ccsc2)cc([N+](=O)[O-])c1 | . | 23 | -33 | 0 | 34 | -29 | 0.2 | -45
CCCN(CC(=O)Nc1cc(C)on1)CC(=O)Nc1ccccc1C | 0.0 | 6 | -23 | -6 | 3 | 11 | 0.0 | 8
CCCC#Cc1ccc([C@@H]2[C@H](CO)N3CCCCN(S(=O)(=O)CC)C[C@@H]23)cc1 | 0.3 | -5 | -4 | . | . | 10 | 0.3 | .
CC(C)(C)c1ccc(-n2ncc3c2CCCC3NC(=O)c2csnn2)cc1 (stereo not given) | . | -4 | -20 | -4 | 2 | 12 | 0.2 | .
C[C@@H]1CN([C@H](C)CO)C(=O)c2cc(NS(=O)(=O)c3ccccc3)ccc2O[C@H]1CN(C)CC1CC1 | . | -3 | -2 | . | 1 | -4 | -1.4 | -10
Cc1cc2c([nH]c3ccccc32)c(C)n1 | 4.4 | -1 | 13 | 3 | -8 | 34 | 0.1 | 4
CCOC(=O)c1cc(C)sc1NC(=O)C(c1ccccc1)c1ccccc1 | 0.4 | -69 | -9 | -1 | . | . | 0.0 | -1
COc1cc2ccccc2cc1C(=O)NC1CCC(C)CC1 (stereo not given) | 0.2 | -4 | 4 | -8 | 57* | -2 | -0.6 | -80
Cc1ccc(Cn2c(SCC(=O)NCC3CCCO3)nc3ccsc3c2=O)cc1 (stereo not given) | . | 10 | -18 | 3 | . | . | 0.2 | -5
O=C(CNC(=O)c1ccccc1)OCc1nc2ccccc2s1 | . | 18 | -1 | -5 | . | . | 0.1 | -41

Screens from PubChem.
